# K1F lysis inhibition – protection from phage-mediated lysis, alamar blue read-out – E. coli UTI89, K1F phage, bacterial capsule biogenesis inhibitors (AID 488966); E. coli UTI89 K1F phage lysis, alamar blue, 2 h; higher % means a stronger effect; actives 0.02% (n = 340,000); inhibition, % at 100 µM, or IC50 in µM where a hit was titrated;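 active = phage lysis inhibition, versus mean bacterial control, above a set limit; inconclusive = no clear call, values can overlap the other calls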;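 note: capsule biogenesis inhibitors block K1F phage lysis so surviving cells raise fluorescence; higher fluorescence means more inhibition of phage lysis; actives were called in the ten point dose series up to 300 µM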
# GPR55 antagonists – GPR55 antagonists blocking LPI-driven arrestin recruitment, primary screen, imaging, U2OS, beta-arrestin-GFP, LPI agonist (AID 2013) | U2OS GPR55 beta-arrestin-GFP translocation imaging, LPI antagonism; higher % means a stronger effect | inhibition, % at 10 µM, or IC50 in µM where a hit was titrated | actives 0.13% (n = 290,000);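 active = spots per cell inhibited over 60%, with over 100 cells counted and total cytoplasm intensity under 500,000; inconclusive = wells with under 100 cells, flagged as likely toxic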;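 note: U2OS cells stably carrying GPR55 and arrestin-GFP stimulated by 5 µM LPI near EC80; imaged beta-arrestin-GFP aggregate spots per cell after agonist stimulation; plate controls were LPI-stimulated DMSO wells for no effect and DMSO wells without LPI for full effect; some results filed as inactive read as strong as hits; confirmed hits need IC50 under 10 µM and bright autofluorescent wells are also inconclusive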
# Dengue-2 NS5 capping – flavivirus cap methylation enzyme inhibition – biochemical, confirmation dose response, primary screen (AID 588689) | actives 0.3% (n = 340,000) | Dengue-2 NS5 methyltransferase capping enzyme assay, biochemical; higher % means a stronger effect | inhibition, % at 25 µM; hits with a dose series show IC50 in µM; in the data active = a potency from the dose series; inconclusive = inhibition above about 29% without an active follow-up result
# Large T inhibition – SV40 large T antigen inhibitors, biochemical (AID 1903); SV40 large T antigen ATPase/helicase inhibition assay; higher % means a stronger effect; one-dose inhibition, % at 20 µM; IC50 in µM for titrated hits; actives 0.39% (n = 310,000); in the data active = a potency from the dose series; inconclusive = inhibition mostly from about 32% at the one dose, without a potency; inactive = the rest, 99 in 100 with inhibition below about 32%; note: strong numbers were not always called active
# Salmonella PhoP GFP – PhoP-dependent GFP reporter repression – Salmonella Typhimurium, primary screen (AID 1863); S. Typhimurium PhoP-regulated promoter GFP reporter, 4 h; higher % means a stronger effect; one-dose inhibition, % at 50 µM; IC50 in µM for titrated hits; actives 0.16% (n = 300,000);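 active = inhibition over 29.93%, a cutoff 3 SD above the screen mean, later confirmed by dose response; inconclusive = inhibition over 29.93% but no dose response follow-up; inactive = inhibition at most 29.93% or unconfirmed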;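 note: 0% = low Mg2+ inducing control and 100% = high Mg2+ repressing control; strong numbers were not always called active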
# HIV fusion peptide – cell-free HIV fusion peptide-binding blockers – biochemical, uHTS, fluorescence dequenching, primary screen (AID 1986); cell-free peptide binding, fluorescence dequenching, 30 min; higher % means a stronger effect; one-dose inhibition, % at 20 µM; IC50 in µM for titrated hits; actives 0.3% (n = 290,000); in the data active = inhibition mostly above about 52%, no sharp cut-off; inactive = mostly below about 76%; note: some results filed as inactive read as strong as hits
# MgcRacGAP inhibition – MgcRacGAP GTPase-activating activity inhibitors, confirmation, biochemical, ADP Hunter fluorescence; MgcRacGAP-stimulated Rac1 GTP hydrolysis, ADP Hunter fluorescence; higher % means a stronger effect; GST-tagged Rac1 F28L mutant substrate; one-dose inhibition, % at 30 µM; IC50 in µM for titrated hits; actives 0.6% (n = 340,000);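 active = first-screen hits whose inhibition reached a set limit at any dose in the follow-up dose series; inconclusive = inhibition above the set first-screen limit but never retested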;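 note: fluorescence reports GDP produced by GAP-driven GTP hydrolysis; strong numbers were not always called active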
# RSV CPE inhibition – inhibition of RSV-induced cytopathic effect – HEp-2 cells, primary 10 µM value included (AID 2391); HEp-2 cells, RSV-induced CPE inhibition; higher % means a stronger effect; one-dose CPE inhibition, % at 10 µM; IC50 in µM for titrated hits; actives 0.13% (n = 310,000); in the data active = a potency from the dose series; inconclusive = CPE inhibition mostly from about 23% at the one dose, without a potency; inactive = the rest, 99 in 100 with CPE inhibition below about 21%; note: strong numbers were not always called active
# GPR35 arrestin U2OS – GPR35 antagonists blocking zaprinast-driven arrestin recruitment, primary screen, imaging, U2OS, beta-arrestin-GFP, zaprinast agonist (AID 2058) | U2OS GPR35 beta-arrestin-GFP translocation imaging, zaprinast antagonism; higher % means a stronger effect | one-dose inhibition, % at 10 µM; IC50 in µM for titrated hits | actives 0.052% (n = 290,000);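 active = inhibition of at least 50% with at least 30 cells and total cytoplasm GFP at most 10,000,000; inconclusive = under 30 cells or total GFP of 10,000,000 plus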
# Dengue-2 NS5 capping pilot replicate – further read-out of Dengue-2 NS5 capping, marked with its call; inhibition, %; measured here: pilot screen replicate inhibition
# An asterisk follows results filed as active; ? = inconclusive; . = no result given; & = joins results of further samples; [ ] = dose if it differs, or a comment.
SMILES,K1F lysis inhibition,GPR55 antagonists,Dengue-2 NS5 capping,Large T inhibition,Salmonella PhoP GFP,HIV fusion peptide,MgcRacGAP inhibition,RSV CPE inhibition,GPR35 arrestin U2OS,others
O=C(c1ccco1)N(Cc1ccc([N+](=O)[O-])cc1)c1ccc(Cl)cc1,1.5%,-8%,-7%,3%,3%,-3.4%,2%,6.5%,-1%,
CC1CCN(c2ccc(-c3ccc(NC(=O)C(F)(F)F)cc3)nn2)CC1,-0.3%,6%,-1%,18%,5%,-0.7%,-10%,6.1%,-9%,
O=[N+]([O-])c1ccc(NC(=S)N2CCc3ccccc32)cc1,0.2%,-10%,-4%,5%,3%,-0.2%,5%,1.7%,3%,
O=C(Nc1cccc(C(F)(F)F)c1)Nc1ccon1,3.8%[50 µM],-4%,-4%,8%,-1%,1.6%,7%,17%,-2%,
N#Cc1cc2c(N)c(C(=O)Nc3ccccc3)sc2nc1N,.,11%,.,18%,19%,3.7%,.,4.1%,13%,
Nc1c(C(=O)O)sc2nc3c(cc12)CCCC3,.,11%,.,21%,-20%,7.3%,.,.,5%,
Nc1nnc(SCC(=O)Nc2sc3c(c2C(=O)c2ccccc2)CCCC3)s1,-1.4%[50 µM],7%,0%,7%,0%,1.7%,11%,14%,-9%,
COc1ccc(N2CCCCn3c2nc2c3c(=O)n(C)c(=O)n2C)cc1,-0.2%,-15%,5%,-2%,-10%,3.0%,9%,1.1%,17%,
Cn1c(SC2CCCCC2=O)nnc1-c1ccncc1 (configuration not stated),-0.6%,10%,2%,9%,-2%,-1.8%,13%,-0.7%,4%,
Cc1ccc(-c2csc3ncnc(N4CCN(C)CC4)c23)cc1C,0.4%,16%,-10%,-2%,16%,-1.4%,12%,-0.7%,1%,
CCS(=O)(=O)N1CCN(C(=O)c2cccs2)CC1,0.6%,2%,0%,19%,0%,3.3%,5%,2.3%,21%,
CO/N=C(\C)c1ncc(C(F)(F)F)cc1N1CCOCC1,0.6%,-3%,-4%,4%,6%,-0.9%,2%,1.4%,-5%,
COc1ccccc1Nc1nc(N)nc(CSC(=S)N2CCCCC2C)n1 (configuration not stated),8.7%,-4%,-6%,11%,-19%,-2.8%,7%,?,5%,
Cc1ccc(S(=O)(=O)NCC2CCC(C(=O)O)CC2)cc1 (configuration not stated),-0.6%,5%,2%,11%,-15%,-2.5%,3%,2.2%,7%,
COc1ccc(S(=O)(=O)N(CC(=O)NCCSc2ccccn2)c2ccccc2)cc1,0.0%,2%,1%,2%,5%,-2.2%,4%,0.6%,4%,
COC(=O)c1ccc(Oc2nc(Nc3ccc(C)c(C)c3)nc(N(C)C)n2)cc1,-1.1%,4%,1%,2%,5%,-2.6%,6%,17%,6%,
COc1ccc(N2CCN(CCCNC(=O)C3CCN(S(=O)(=O)N4CCOCC4)CC3)CC2)cc1,-0.2%,12%,-4%,12%,-2%,-1.7%,12%,-1.1%,-9%,
Cc1ccc(C(=O)N/C(=C/c2ccco2)C(=O)O)cc1,3.9%,9%,2%,11%,-10%,24%,12%,-0.1%,12%,
CC1CCN(S(=O)(=O)N2CCC(C(=O)NCc3cccnc3)CC2)CC1,-0.2%,-2%,4%,15%,-4%,0.3%,-13%,-0.7%,-1%,
CCOC(=O)c1c(C)[nH]c(C(=O)OCC(=O)Nc2sccc2C(N)=O)c1C,1.2%[50 µM],.,3%,8%,-5%,.,7%,11%,.,
O=C(c1cccc(S(=O)(=O)N2CCOCC2)c1)N(Cc1ccco1)Cc1cccs1,-0.4%[50 µM],.,5%,.,.,.,2%,1.7%,.,
COc1cccc(NC(=O)C2CCCC2)c1,2.6%,.,-7%,3%,.,.,8%,-0.2%,.,
CNc1ccccc1NC(=O)C1CCCN1C(=O)OCc1ccccc1 (configuration not stated),0.3%,-28%,4%,6%,-7%,40%,4%,3.6%,-7%,
O=C(NC(=S)N1CCN(c2ccccc2)CC1)c1c(F)cccc1F,0.9%[50 µM],-9%,-4%,13%,11%,-1.3%,8%,0.2%,8%,
CC1(C(=O)N2CCN(c3ccc([N+](=O)[O-])cc3)CC2)CC1(Cl)Cl (configuration not stated),-0.1%,8%,-2%,18%,-1%,0.8%,3%,5.0%,13%,
COc1cc2c(cc1OC)C(c1ccsc1)CC(=O)N2 (configuration not stated),0.0%,3%,3%,15%,27%,2.1%,10%,1.8%,3%,
COc1cc(CN2CCN(Cc3ccc(C)cc3)C(CCO)C2)ccc1O (configuration not stated),-0.4%,10%,0%,0%,5%,-0.9%,6%,-1.7%,-5%,
Cc1ccc2c(CSc3nnc(C4CC4)n3N)cc(=O)oc2c1C,0.2%,-7%,-3%,19%,6%,1.3%,10%,1.3%,-6%,
Cc1c(O)c(S(=O)c2ccccc2)c(=O)n(-c2ccccc2)c1-c1ccccc1 (configuration not stated),0.3%[50 µM],0%,-4%,21%,-11%,1.9%,3%,3.0%,-4%,
COc1ccc(NC(=O)c2cc([N+](=O)[O-])ccc2N2CCCC2)cc1,.,-1%,.,2%,3%,-1.6%,.,0.7%,1%,
CC(C)C(NS(=O)(=O)/C=C/c1ccccc1)C(=O)NCc1ccc(F)cc1 (configuration not stated),-0.1%,-16%,1%,11%,10%,-0.1%,2%,1.0%,12%,
COc1cc(C=Nc2c(C)cc(C)cc2C)ccc1OC(C)=O,3.1%,-4%,4%,15%,9%,-4.0%,10%,3.4%,6%,
COc1ccc(C(=O)Nc2ccc(Nc3ccccc3)cc2)cc1Br,-1.6%,.,4%,0%,.,.,4%,1.1%,.,
COCCNc1nc2c(c(=O)n(Cc3ccccc3F)c(=O)n2C)n1C,0.0%,-2%,-1%,5%,-4%,-1.3%,4%,1.1%,10%,Dengue-2 NS5 capping pilot replicate=2.7
COC(=O)CCN(C(=O)c1cc(OC)c(OC)c(OC)c1)c1ccccn1,0.1%,9%,-4%,10%,-1%,1.0%,-1%,0.5%,-8%,
CNC(=S)N/N=C/c1ccc(-c2cc([N+](=O)[O-])ccc2Cl)o1,-1.1%,-10%,3%,24%,-2%,-2.4%,1%,9.5%,-8%,
Fc1ccc(Nc2nc(NCc3ccco3)c3ccccc3n2)cc1,0.1%,60%,1%,10%,38µM*,1.7%,13%,?,25%,
COc1ccc(NC(=O)CC2Oc3ccccc3NC2=O)c(OC)c1 (configuration not stated),0.1%,8%,-4%,23%,-2%,0.3%,6%,1.4%,-3%,
CCCOC(=O)Oc1ccc2c(=O)c(Oc3cc(C)cc(C)c3)coc2c1,0.1%,5%,-15%,7%,40%,3.9%,6%,1.8%,-1%,
CCCN1CNc2c(c(=O)[nH]c(=S)n2CCc2ccc(OC)c(OC)c2)C1,0.2%,17%,5%,23%,6%,-0.8%,4%,0.8%,-4%,
O=C1/C(=C/c2ccccc2Cl)SC(=S)N1CCC(=O)N1CCCCC1CCO (configuration not stated),0.1%,-10%,3%,11%,-4%,-1.5%,10%,-2.3%,6%,
Cc1cc(NC(=O)CCC(=O)N(Cc2ccccc2)C(C(=O)NC2CCCC2)c2ccco2)no1 (configuration not stated),0.1%,4%,-3%,10%,-6%,2.2%,-4%,0.0%,0%,
CN1/C(=C\C=C2\N=C(c3ccc(F)cc3)OC2=O)C(C)(C)c2ccccc21,0.6%,21%,-72%,10%,15%,62%,15%,1.5%,20%,
c1cnc(N2CCN(Cc3ccc4c(c3)OCO4)CC2)nc1,2.5%&1.0%,6%&3%,40%&-2%,6%&7%,-4%&2%,-1.0%&-1.5%,4%&8%,-1.1%,6%&-18%,
CNc1cc([N+](=O)[O-])ccc1N/C=C/C(=O)c1ccc2c(c1)OCO2,2.9%[50 µM],-2%,-4%,11%,12%,3.6%,9%,3.0%,13%,
O=C(CSc1nnc(CCCN2C(=O)c3cccc4cccc(c34)C2=O)n1-c1ccccc1)N1CCCCC1,-0.2%[50 µM],3%,-6%,19%,5%,-2.0%,9%,17%,7%,
COc1ccc(NC(=O)CSc2nc3c(c(=O)n2-c2ccc(F)cc2)SCC3)cc1,-0.4%,-2%,-3%,9%,-3%,0.8%,3%,2.9%,9%,
CN(C(=O)C1CCOC1)c1nnc(C2CCOC2)s1 (configuration not stated),0.0%,7%,0%,4%,0%,2.3%,6%,-0.1%,10%,
O=C(Nc1ccc(-c2nc3cccnc3s2)cc1)c1ccc(Br)o1,-1.1%,-5%,-3%,3%,3%,14%,2%,.,-11%,
COc1cccc2[nH]c3c(N4CCC(C)CC4)ncnc3c12,3.3%,-17%,-3%,-3%,29%,-1.7%,8%,0.2%,1%,
CNC(=O)c1oc(-c2ccccc2)nc1C,0.2%,10%,-6%,5%,-12%,1.5%,11%,2.9%,-6%,
COC(=O)Nc1[nH]ncc1[N+](=O)[O-],0.2%,10%,-4%,15%,-5%,1.4%,8%,1.5%,11%,
O=C1/C(=C/c2cccs2)SC(=S)N1CC(=O)N1CCCCC1CCO (configuration not stated),0.1%,8%,-2%,14%,-4%,0.3%,6%,0.6%,6%,
Cc1oc2c(c1C(=O)N1CCOCC1)C(=O)c1ccccc1C2=O,-1.1%,-25%,-3%,0%,-8%,3.9%,12%,-2.1%,-4%,
Cc1ccc2c(CN3CCC(C)CC3)cc(=O)oc2c1,1.8%,5%,-10%,-6%,37%,-0.4%,6%,-0.1%,4%,
O=C(Nc1cc(Cl)cc(Cl)c1)c1ccc(Cn2c(=O)[nH]c3ccsc3c2=O)cc1,0.3%,6%,0%,13%,-7%,3.1%,6%,35%,-21%,

# Part of the list above in order of SMILES length, rising.
SMILES,K1F lysis inhibition,GPR55 antagonists,Dengue-2 NS5 capping,Large T inhibition,Salmonella PhoP GFP,HIV fusion peptide,MgcRacGAP inhibition,RSV CPE inhibition,GPR35 arrestin U2OS,others
Cc1ccc2c(CN3CCC(C)CC3)cc(=O)oc2c1,1.8%,5%,-10%,-6%,37%,-0.4%,6%,-0.1%,4%,
O=C(Nc1ccc(-c2nc3cccnc3s2)cc1)c1ccc(Br)o1,-1.1%,-5%,-3%,3%,3%,14%,2%,.,-11%,
O=C1/C(=C/c2cccs2)SC(=S)N1CC(=O)N1CCCCC1CCO (configuration not stated),0.1%,8%,-2%,14%,-4%,0.3%,6%,0.6%,6%,
